RAD52 inh: RAD52 DNA annealing inhibitors, primary screen, biochemical, FRET, single point, set 2 | DNA repair protein RAD52 homolog (Homo sapiens), P43351 | recombinant RAD52 DNA annealing, FRET fluorescence | inhibition, % at 18.7 µM | 360,000 tested, 0.46% active | AID 651710, 2012;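 active means every replicate showing at least 50% inhibition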
Target sequence (P43351 whole entry, looked up): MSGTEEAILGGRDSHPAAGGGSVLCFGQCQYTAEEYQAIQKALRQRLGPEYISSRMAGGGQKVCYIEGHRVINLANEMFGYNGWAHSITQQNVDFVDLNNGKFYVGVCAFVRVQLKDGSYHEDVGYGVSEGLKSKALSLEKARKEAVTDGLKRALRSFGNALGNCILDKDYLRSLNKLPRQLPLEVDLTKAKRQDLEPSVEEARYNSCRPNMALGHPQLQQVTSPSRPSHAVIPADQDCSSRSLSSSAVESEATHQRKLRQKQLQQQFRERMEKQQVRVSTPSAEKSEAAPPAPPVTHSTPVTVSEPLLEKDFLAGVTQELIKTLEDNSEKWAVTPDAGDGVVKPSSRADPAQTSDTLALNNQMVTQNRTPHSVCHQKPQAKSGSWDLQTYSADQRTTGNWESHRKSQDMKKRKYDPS
ERAP1 inh: human ERAP1 aminopeptidase inhibitors, primary screen, biochemical, single point, plate reader; Endoplasmic reticulum aminopeptidase 1 (Homo sapiens), Q9NZ08; recombinant ERAP1, Leu-AMC fluorescence, 60 min; inhibition, % at 10.7 µM; 340,000 tested, 0.15% active; AID 652197, 2013;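 active means mean replicate inhibition of at least 30%, or all replicates individually reaching that 30% level; inactive means mean below 30% and not every replicate reaching it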;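 further: 0% = neutral control wells and 100% = L-leucinethiol positive control wells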
Numbers without * were called inactive. This is a subset; the hit share may differ from the screen's.

SMILES	RAD52 inh	ERAP1 inh
CC1=CC(=C2C(=O)c3ccccc3C2=O)C=C(C)N1Cc1ccco1	-40.7	3.1
Cc1cccc(C)c1NC(=O)NN(C(=O)c1ccccc1)C(C)(C)C	-16.8	-1.7
CCN1C(C)=C(C)S/C1=C1\SC(=S)N(N)C1=O	-31.1	-0.6
CC(C)(C)c1ccc(COn2ccnc2)cc1	-12.2	-0.6
CS(=O)(=O)c1ccc2nc(NC(=O)Nc3cccc(Cl)c3)sc2c1	-19.6	0.8
COc1cccc2c1C(=O)CC1C2CCC2CC(=O)CCC21C (stereo not drawn)	-0.6	2.0
CC(/C=C/c1ccco1)=N/NC(=O)CNc1ccccc1C	-2.3	-2.2
CN1CCN(C(=O)CSc2cc(=O)n(C)c3ccccc23)CC1	-6.0	-2.6
CCCOc1ccc(-c2c(=O)n(OCc3ccc([N+](=O)[O-])cc3)c3ccccc3[n+]2[O-])cc1	-18.4	0.8
NS(=O)(=O)c1ccc(NC(=O)/C=C/c2cccc(Cl)c2)cc1	8.6	-3.3
COc1ccc(-n2c(COc3cccc4ccccc34)nnc2SC(C)C(=O)O)cc1 (stereo not drawn)	-5.6	-0.9
Cc1cccc(C(=O)N[C@H](C(=O)Nc2cc(S(=O)(=O)N3CCCCC3)ccc2C)C(C)C)c1	0.9	1.0
CCn1c(=S)[nH]c2c(c1=O)C(C)(C)Cc1ccccc1-2	-0.9	3.4
NC(N)=Nc1nc(C2COc3ccccc3O2)cs1 (stereo not drawn)	-0.9	-1.5
Cc1cccc(C)c1Nc1nnc(SCc2cn3cccc(C)c3n2)s1	-24.3	-2.2
O=C(Nc1ccc(Oc2cccnc2)cc1)c1ccccc1Cl	-10.2	-0.6
Cc1ccc(C2=NC3(CCCCC3)NC2=S)cc1	-29.6	-0.8
COC(=O)CN=Cc1c(C)[nH]n(-c2ccccc2)c1=O	-10.5	9.6
CCOC(=O)C(NS(=O)(=O)c1ccc(C)cc1)(C(F)(F)F)P(=O)(OCC(C)C)OCC(C)C (stereo not drawn)	1.8	-1.4
Cc1cc(C)n(Cc2ccc(NC(=O)c3c([N+](=O)[O-])c(C)nn3C)cc2)n1	-9.7	1.7
CCc1ccc2c(c1)C1(C(=O)N2)N2CCCC2C(C(=O)c2ccc3ccccc3c2)C12C(=O)Nc1ccccc12 (stereo not drawn)	-1.8	-2.6
CCOC(=O)c1ccc(NC(=O)NCc2ccccc2)cc1	-6.3	-4.9
O=C(COC(=O)c1cc([N+](=O)[O-])ccc1NCc1ccccc1)NCc1ccccc1Cl	-10.6	-1.7
COC(=O)c1c(NC(=O)CC2SC(N)=NC2=O)sc2c1CCCC2 (stereo not drawn)	-7.5	1.9
COc1ccc(N2CC(C(=O)NCc3nnnn3-c3ccc(C)c(C)c3)CC2=O)cc1 (stereo not drawn)	-1.4	-3.8
The list continues:
SMILES	RAD52 inh	ERAP1 inh
Clc1nc(CN2CCCCC2)nc2sc3c(c12)CCCC3	-6.6	-0.2
CC1=NN(C(=O)CSCc2ccccc2)C(O)(c2ccccc2)C1 (stereo not drawn)	2.5	-0.5
NS(=O)(=O)c1ccc(N/N=C2/CCCCC2C2CCCCC2)c([N+](=O)[O-])c1 (stereo not drawn)	1.1	-2.7
CC(=O)c1ccc(OCC(C)C)c(CC(C(N)=O)C(N)=O)c1	9.8	4.9
O=c1/c(=C\c2cccc(O)c2)sc2nc(-c3ccccc3)c(-c3ccccc3)n12	-67.3	-2.5
CNCCCOc1ccc(C)cc1OC	-18.2	1.1
Cc1ccc(NC(=O)C(C)c2ccc([N+](=O)[O-])cc2)cc1Cl (stereo not drawn)	-26.5	-0.7
Cc1ccccc1NC(=S)N(CCCN1CCOCC1)Cc1ccccn1	-1.2	5.2
O=C(CCCc1nc2ccccc2s1)NCc1cccnc1	-7.4	-1.0
NC1=NS(=O)(=O)NC1c1cccc(F)c1 (stereo not drawn)	1.9	5.4
CCc1ccc(CNC(=O)C2CCN(S(=O)(=O)N3CCC4(CC3)OCCO4)CC2)cc1	-5.8	-2.0
COc1ccc(CCNC(=O)CSc2nc3[nH]ncc3c(=O)n2-c2ccc(C)c(Cl)c2)cc1OC	-3.2	2.4
CN(CC(=O)Nc1cccc(F)c1)C(=O)CCNC(=O)c1ccco1	-6.0	-2.9
CN(C)C(=O)/C(=C\c1ccncc1)NC(=O)c1ccccc1	-3.0	12.8
O=C(O)c1ccc(COc2ccccc2/C=C2/NC(=O)N(c3cccc(Cl)c3)C2=O)cc1	-18.5	1.5
C/C(=N\NC=O)c1ccncc1	-8.6	-1.8
COc1ccc(Cc2nnc(N/N=C/c3ccccc3O)[nH]c2=O)cc1OC	-17.1	3.1
O=C(CN1CCCCC1CO)c1ccc(OC(F)F)cc1 (stereo not drawn)	1.2	0.1
C/C(=N/O)c1ccc(N2C(=O)C3C4C=CC(C3C2=O)C2C3C(=O)N(c5ccc(/C(C)=N/O)cc5)C(=O)C3C42)cc1 (stereo not drawn)	-20.3	-2.4
COc1cc(OC)c(-c2nnc3n(CCc4ccccc4)c(=O)c4ccccc4n23)cc1OC	-1.0	-2.1
CCCC(c1nnnn1C(C)(C)C)N1CCN(C(=O)c2ccco2)CC1 (stereo not drawn)	-15.7	1.3
Cc1ccccc1NC(=O)C(c1ccccc1)C1CCCC1 (stereo not drawn)	-5.3	8.7
O=C1NC[C@@H](CCCCN2CCN(Cc3ccccc3)C(=O)C2=O)N(CC2CCCCC2)C1=O	1.6	-2.7
CC(NC(=O)Nc1ccc(Cl)c(Cl)c1)C(c1ccccc1)N1CCOCC1 (stereo not drawn)	-12.0	0.5
O=C(O)c1cc(-c2ccccc2)nc2nc(N3CCCCC3)sc12	-14.5	-10.5

Part of the list above, with bars between the fields:
smiles | RAD52 inh | ERAP1 inh
O=C(Nc1ccc(Oc2cccnc2)cc1)c1ccccc1Cl | -10.2 | -0.6
CCn1c(=S)[nH]c2c(c1=O)C(C)(C)Cc1ccccc1-2 | -0.9 | 3.4

5 compounds already listed, arranged by formula weight, rising.
SMILES	RAD52 inh	ERAP1 inh
NC1=NS(=O)(=O)NC1c1cccc(F)c1 (stereo not drawn)	1.9	5.4
Clc1nc(CN2CCCCC2)nc2sc3c(c12)CCCC3	-6.6	-0.2
COc1ccc(Cc2nnc(N/N=C/c3ccccc3O)[nH]c2=O)cc1OC	-17.1	3.1
Cc1ccccc1NC(=S)N(CCCN1CCOCC1)Cc1ccccn1	-1.2	5.2
COc1cc(OC)c(-c2nnc3n(CCc4ccccc4)c(=O)c4ccccc4n23)cc1OC	-1.0	-2.1

Ordered by the number under RAD52 inh (high to low): five from the list above.
SMILES	RAD52 inh	ERAP1 inh
O=C(CCCc1nc2ccccc2s1)NCc1cccnc1	-7.4	-1.0
COC(=O)CN=Cc1c(C)[nH]n(-c2ccccc2)c1=O	-10.5	9.6
CC(NC(=O)Nc1ccc(Cl)c(Cl)c1)C(c1ccccc1)N1CCOCC1 (stereo not drawn)	-12.0	0.5
Cc1cccc(C)c1NC(=O)NN(C(=O)c1ccccc1)C(C)(C)C	-16.8	-1.7
CS(=O)(=O)c1ccc2nc(NC(=O)Nc3cccc(Cl)c3)sc2c1	-19.6	0.8

(listing goes on)
SMILES	RAD52 inh	ERAP1 inh
COc1cc([N+](=O)[O-])ccc1-c1ccc(/C=N/NC(=O)c2ccccc2O)o1	-9.1	6.6
COc1ccc(S(=O)(=O)N2CCCCCC2)cc1C(=O)N(C)Cc1ccccc1F	-2.9	3.6
O=S(=O)(O)c1cc(Cl)cc(N=Nc2ccc(O)cc2O)c1O	-155.2	12.2
O=C(CCN1C(=O)COc2ccccc21)NCCN1CCN(c2ccccc2F)CC1	-6.5	-0.2
COc1ccnc(NCc2cccnc2)c1C#N	-4.5	0.3
O=C(O)COCC(=O)N1CCN(C2c3ccccc3-c3ccccc32)CC1	-2.3	-1.8
COc1cc(NC(=O)c2cccc(F)c2)cc(OC)c1OC	-7.5	-5.5
Cc1ccc([N+](=O)[O-])cc1S(=O)(=O)N1CCCC1	-11.0	-0.7
O=C(NCCCn1ccnc1)/C(=C\c1ccco1)NC(=O)c1ccco1	-15.4	-3.0
O=[N+]([O-])c1cc(-c2cnc3ccccc3n2)ccc1Cl	-39.2	-1.4
COc1ccc(C(=O)N2CCN(C(=O)Cc3ccccc3)CC2)cc1	-2.7	0.8
NC(=O)c1ccc(NC(=O)COC(=O)CCC(=O)c2ccc(Cl)cc2)cc1	-10.3	-0.7
O=C(CNS(=O)(=O)c1c(Cl)cccc1Cl)OCc1csc(-c2ccccc2)n1	-9.4	2.4
CCCCOc1ccccc1NC(=O)c1scc2c1OCCO2	2.3	0.8
CCc1cc(C(=O)N(CCCOC)c2c(N)n(Cc3ccccc3)c(=O)[nH]c2=O)sc1C	-3.5	0.0
COc1ccc(CCn2c(N)cc(=O)[nH]c2=O)cc1OC	-20.8	3.6
Cc1c(CN2CCc3c([nH]c4ccccc34)C2C2CCCCC2)cnn1C (stereo not drawn)	-12.2	-1.8
O=C(CSc1nccc(=O)[nH]1)Nc1ccc2c(c1)OCCO2	-14.8	1.3
CN(C)c1cccc(C(=O)OC(C(=O)Nc2ccc([N+](=O)[O-])cc2Br)c2ccccc2)c1 (stereo not drawn)	-10.3	3.0
CCn1c(=N)n(CC(=O)c2cccc([N+](=O)[O-])c2)c2ccccc21	-7.2	-1.0
COc1cc(NC(=O)CSc2nnnn2Cc2ccccc2)cc(OC)c1	-4.9	-0.1
CC(OC(=O)Cc1c[nH]c2ccccc12)C(=O)Nc1ccccc1[N+](=O)[O-] (stereo not drawn)	-13.2	-0.5
COc1ccc(NC(=O)c2cccs2)cn1	0.1	-1.3
CC(=O)c1ccc(N2CCN(CC(O)COCc3ccco3)CC2)cc1 (stereo not drawn)	-1.5	-4.4
O=C(/C=C\c1ccc2c(c1)OCO2)Nc1nnc(SCC(=O)OCc2ccccc2)s1	-3.1	-0.8

Overlap with the part before: 3 entries, followed by the next part.
SMILES	RAD52 inh	ERAP1 inh
COc1ccc(NC(=O)c2cccs2)cn1	0.1	-1.3
CC(=O)c1ccc(N2CCN(CC(O)COCc3ccco3)CC2)cc1 (stereo not drawn)	-1.5	-4.4
O=C(/C=C\c1ccc2c(c1)OCO2)Nc1nnc(SCC(=O)OCc2ccccc2)s1	-3.1	-0.8
CCOC(=O)C1=C(CS(=O)(=O)c2ccccc2)NC(=O)NC1c1cccc(OC)c1 (stereo not drawn)	-4.7	-1.7
CSc1ccc(/C=N/NC(=O)CNc2cccc3ccccc23)cc1	-19.8	10.7
COc1ccc(NS(=O)(=O)c2cccc(C(=O)NNC(=O)c3ccccc3O)c2)cc1	-9.8	2.7
CC(C)c1[nH]nc2c1C(c1ccc(OC(=O)c3ccco3)cc1)C(C#N)=C(N)O2 (stereo not drawn)	-34.4	0.6
O=C(c1ccc(C(F)(F)F)cc1)C1CCCN(C(=O)Cn2cnnn2)C1 (stereo not drawn)	-22.3	0.3
COc1ccc(-c2nc(O)c3cnccn23)cc1	-17.2	0.7
CC(C)Sc1ccc([N+](=O)[O-])cc1C(=O)Nc1ccncc1	1.1	-0.7
O=C(c1ccc(-c2ccccc2Cl)o1)N1CCN(c2ccccc2O)CC1	-9.4	0.8
Cc1ccc2c(c1)c1nnc(SCC(=O)Nc3cccc(Cl)c3C)nc1n2CC(=O)O	4.4	-6.0
COc1ccc(-n2c(C(C)(C)C)csc2=Nc2c(C)n(C)n(-c3ccccc3)c2=O)cc1	-5.6	8.0
Cc1ccc(SCC(=O)N(C)CC(=O)Nc2cccc(F)c2)c(C)c1	-9.7	-2.5
NNS(=O)(=O)c1ccc(Sc2ccccn2)c([N+](=O)[O-])c1	-4.3	3.5
CCC(CC)c1nnc(NC(=O)[C@@H](NC(=O)c2cccc(C)c2)C(C)C)s1	-8.8	-0.6
OCCC1CN(Cc2ccccc2O)CCN1CCc1ccccc1 (stereo not drawn)	-10.0	7.0
CCOC(=O)[C@@H]1CSCCS(=O)(=O)N1C(=O)[C@H](CCSC)NC(=O)OC(C)(C)C	2.3	0.2
Clc1ccc(-c2ccn[nH]2)cc1	-3.7	-4.8
N#Cc1ccc(C(=O)CSc2n[nH]c(=O)n2Cc2ccco2)cc1	2.0	-0.9
O=c1nc2n(Cc3ccccc3)c3ccccc3cc-2c(=O)[nH]1	-89.7	-1.3
Cc1cccc(NC(=O)C2COc3ccccc3O2)n1 (stereo not drawn)	0.5	-0.6
CC(C)NC(=O)C1CCN(C2CCN(CC3CC=CCC3)CC2)CC1 (stereo not drawn)	-1.2	2.5
NC(=O)CSc1nnc(CSc2ncccn2)n1-c1ccccc1	-17.3	-0.7
CC1=NN(C(N)=S)C(=O)C1N=Nc1cc(Cl)ccc1Cl (stereo not drawn)	-17.0	1.0
O=C(Nc1ccccc1N1CCOCC1)c1ccc(Cl)nc1	-9.9	-1.4

From PubChem BioAssay
